MT stabilize HCS: microtubule stabilizers in HeLa cells; HeLa tubulin immunostaining HCS, 24 h; share of cells brighter than vehicle mean+2SD; % tubulin-high responders, % at 10 µM; actives 0.83% (n = 200,000);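 active = plate Z-score above 3 for both tubulin-high and condensed-nucleus cell shares, with cell loss under 80%, at 10 µM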;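 note: anti alpha tubulin signal scored within the nucleus-defined area of each cell; some results filed as inactive read as strong as hits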
WT yeast gro inh: growth inhibition of WT yeast, mitochondrial fusion screen; mitochondrial fusion phenotypic screen, WT strain; inhibition, % at 10 µM; actives 2.1% (n = 190,000); AID 1362; in the data active = inhibition above about 58%; tested in S. cerevisiae
Ins promoter up: MIN6 insulin promoter up-regulation; MIN6 insulin promoter-GFP reporter, high-content imaging; hits give high values; z-score at 5 µM; AID 1625; actives 0.3% (n = 190,000);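 active = z-score above 3 at 5 µM with at least 500 cells counted in the well; inconclusive = wells under 500 cells, flagged as cytotoxic or low count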
T cell HTS: T cell immune modulation candidate | AID 2052 | actives 0.068% (n = 330,000) | calls only at 7 µM | 2C CD8+ T cell-vesicle binding, flow cytometry; hits give low values;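 active = response, share of CD8 T cells binding vesicles, and their 90th percentile fluorescence all below set limits, cut at about 80% in these data, passing the limit was not always enough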
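material = purified 2C TCR transgenic mouse naive CD8+ T cells | controls = Unloaded micro-vesicles (low), QL9 vesicles with 0.7% DMSO (high) | detection = cytometric PE anti-B7-1 and Alexa647 anti-CD8 signals after 1% paraformaldehyde fixation | incubation = binding step 1.5 h, 37 °C, antibody labelling 20 min, ice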
West Nile antiviral: West Nile virus antiviral activity, cell-based, CPE readout (AID 1621) | West Nile virus-infected cells, CPE inhibition; higher % means a stronger effect | one-dose CPE inhibition, % at 10 µM; IC50 in µM for titrated hits | actives 0.02% (n = 290,000); in the data active = a potency from the dose series; inconclusive = CPE inhibition mostly from about 3.7% at the one dose, without a potency; inactive = the rest, 99 in 100 with CPE inhibition below about 2.2%; note: strong numbers were not always called active
Autophagy mod: autophagy modulation, high-content screen; MEF GFP-LC3 puncta imaging; test concentration mostly 10 µM; calls only at 10 µM (by protocol); actives 0.98% (n = 190,000);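 active = percentage of spot-positive cells more than 3 SD above its plate mean, without a fluorescence outlier flag or 80% toxicity; inconclusive = no clear call, values can overlap the other calls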;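 note: spot-positive cell cutoff set from DMSO-treated cells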
Myeloid diff 2: myeloid differentiation induction. ER-HoxA9 myeloid progenitors, lysozyme-GFP differentiation, flow cytometry. calls only at 10 µM. actives 1% (n = 360,000). AID 624256;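 active = normalized GFP-positive differentiation at or above the plate's own cutoff, the solvent-only control mean plus 3 SD; inconclusive = no clear call, values can overlap the other calls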;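 note: cells exposed to compound for four days before flow analysis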
Lipid droplet: hepatic lipid droplet formation modulation. AML12 mouse hepatocytes, oleate lipid droplets, BODIPY imaging. inhibition, % at 6.5 µM. actives 0.4% (n = 240,000);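 active = lipid droplet intensity inhibited by at least 50%, with more than 500 cells counted; inconclusive = wells with under 300 cells, treated as cytotoxic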
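System: AML12 hepatocytes (mouse). Probe or stimulus: oleic acid at 100 µM to induce lipid droplet formation. Times: overnight treatment with compound plus oleate. Detection: Image-based BODIPY and DAPI two-channel analysis. Evaluation: percent inhibition of filter-corrected integrated lipid droplet intensity per well.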
bCat nuc transl: modulators of beta-catenin nuclear translocation. HeLa beta-catenin nuclear translocation, immunofluorescence imaging. nuclear translocation activity, % at 5 µM. actives 0.3% (n = 190,000);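 active = nuclear translocation activity above 50% at 5 µM, with a well cell count of 50 or more; inconclusive = wells under 50 cells across six images, flagged as toxic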;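 note: per-cell ratio of nuclear to cytoplasmic median beta-catenin stain intensity; plate controls were DMSO negative control for no effect and GSK-3 inhibitor IX positive control for full effect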
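Technique: fluorescence imaging of beta-catenin antibody stain plus DAPI / Material: human HeLa cell line / Incubation: compound treatment 24 h, 37°C, 5% CO2 / Read-out basis: % activation of per-cell nuclear versus cytoplasmic median beta-catenin signal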
WT yeast gro inh mutant strain: further read-out of WT yeast gro inh, marked with its call; inhibition, %; mitochondrial fusion phenotypic screen, mutant strain inhibition
Ins promoter up cell count: also measured in Ins promoter up; calls as there; cell count; measured here: cytotoxicity, nuclei count;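 total cells summed across four imaged fields per well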
Lipid droplet cells 6.5 µM: further read-out of Lipid droplet, marked with its call; cell count; measured here: cell count, cytotoxicity flag;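 cells counted across two imaged fields per well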
bCat nuc transl cell count 5 µM: recorded beside bCat nuc transl, whose call it bears; cell count; measured here: cell count, cytotoxicity flag
T cell HTS vesicle-bound %: also measured in T cell HTS; calls as there; double positive events, %; measured here: CD8+ vesicle-bound cell fraction;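 binding gate set so that unloaded-vesicle control wells show 10% double positive cells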
MT stabilize HCS Hoechst-high %: also measured in MT stabilize HCS; calls as there; % Hoechst-high responders; measured here: nuclear condensation Hoechst responders;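 share of cells brighter than vehicle mean plus two SD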
MT stabilize HCS cytotoxicity %: further read-out of MT stabilize HCS, marked with its call; toxicity, %; measured here: cytotoxicity by cell density;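 0% = mean cell density of plate MIN control wells and 100% = no cells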
Autophagy mod cell loss 18 h: second read-out of Autophagy mod, no call of its own (marks repeat the call); toxicity, %; measured here: cell loss, nuclei count;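 cell loss after 18 h compound exposure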
Myeloid diff 2 GFP+ MAC1+ %: recorded beside Myeloid diff 2, whose call it bears; GFP+ MAC1+ double positive, %; measured here: differentiation confirmed by MAC1 staining
* = called active by the depositor; i = inactive; ? = inconclusive; / = not tested or not shown.

SMILES	MT stabilize HCS	MT stabilize HCS Hoechst-high %	MT stabilize HCS cytotoxicity %	WT yeast gro inh	WT yeast gro inh mutant strain	Ins promoter up	Ins promoter up cell count	T cell HTS	T cell HTS vesicle-bound %	West Nile antiviral	Autophagy mod	Autophagy mod cell loss 18 h	Myeloid diff 2	Myeloid diff 2 GFP+ MAC1+ %	Lipid droplet	Lipid droplet cells 6.5 µM	bCat nuc transl	bCat nuc transl cell count 5 µM
Cc1noc(C)c1S(=O)(=O)N1CCC(C(=O)NC2CCN(Cc3ccccc3)CC2)CC1	1.0	1.0	6.8	-2	-2	-0.08	799	/	/	-0.1%	i	3	i	2.5	-15	765	/	/
CP(=O)(COC(=O)c1ccccc1)COC(=O)c1ccccc1	3.3	1.3	2.8	10	8	0.53	1237	i	43	-0.1%	i	3	i	1.3	/	/	-1.8	805
CCOc1ccc(NC(=O)C2CC(=O)N=C(N)S2)cc1 (stereo unspecified)	0.8	1.1	6.4	-16	3	0.65	943	i	12	1.3%	i	-7	i	0.4	0	783	-4.8	1027
O=C(NCc1ccccc1)c1cccc(S(=O)(=O)NCc2ccccc2)c1	1.4	2.2	7.6	5	19	-0.57	1440	i	6	-1.4%	i	3	i	0.1	-11	615	1.0	1070
Cc1ccc2c(c1)c1c(n2CC(O)CN2CCCCC2C)CCCC1 (stereo unspecified)	/	/	/	/	/	-0.26	1013	i	44	-0.6%	/	/	i	0.2	-3	714	-0.2	1326
CC1=NN(C(=O)c2c(Br)c(C)nn2C)C(O)(C(F)(F)F)C1 (stereo unspecified)	1.4	3.3	7.4	-4	-3	-0.53	1383	i	39	0.8%	i	-12	i	0.3	10	675	1.7	989
CCCCCCC(C)n1cc(C(C)=O)c(=O)[nH]c1=O (stereo unspecified)	1.6	1.4	12	-23	-31	0.2	1502	i	57	0.5%	i	-26	i	1.0	/	/	0.7	1371
O=[N+]([O-])c1ccc(N2CCC(O)CC2)nc1	2.0	3.8	12	-6	-8	-0.8	1371	i	55	1.7%	i	0	i	0.3	2	706	/	/
CC(=O)Oc1ccc(N2C(=O)C3C4C=CC(O4)C3C2=O)cc1 (stereo unspecified)	6.6	2.1	9.7	9	1	/	/	i	12	1.2%	i	13	i	1.7	/	/	-2.0	862
CCCCCCNC(=O)CSc1nccn1Cc1ccccc1	1.3	2.0	5.4	5	16	-0.03	938	i	13	-0.6%	i	5	i	1.5	-21	774	/	/
CC1CCCCC1NC(=O)CSc1nnc(-c2ccccc2)n1N (stereo unspecified)	4.5	2.4	7.3	-24	-10	0.11	1331	i	30	-0.4%	i	-4	i	0.4	/	/	0.4	1122
CCOC(=O)CC(C#N)c1c[nH]c2ccccc12 (stereo unspecified)	2.6	0.5	30	8	6	/	/	i	20	0.2%	i	0	i	8.6	-8	677	/	/
Cc1nnc(NC(=O)CCC(=O)N2CCN(CCOc3cccc4ccccc34)CC2)s1	/	/	/	/	/	0.95	1033	i	27	-0.6%	/	/	i	0.4	-6	717	-0.4	1284
CSc1nc2ccccc2n1CC(=O)N1CCCCC1	1.5	1.8	7.8	-3	2	2.1	1420	i	58	0.1%	i	7	i	1.3	/	/	-1.4	917
Cc1ccc2c(c1)c1c(n2C)-c2[nH]ncc2CC1	3.3	1.8	5.0	96	96	/	/	i	16	0.8%	i	-11	i	1.1	0	688	-3.8	472
O=C(NCCc1c[nH]c2ccccc12)C(F)(F)F	3.7	1.8	3.1	3	1	0.25	1382	i	5	0.6%	i	-6	i	0.9	/	/	-0.5	1484
CC(C)CC(NC(=O)C(NC(=O)C1OC2OC(C)(C)OC2C2OC(C)(C)OC12)C(C)C)C(=O)O (stereo unspecified)	5.0	2.7	2.5	0	14	0.02	1433	i	27	0.2%	i	4	i	0.2	0	696	0.5	985
COC(=O)c1cc(CNC(=O)c2ccc(N3CCCC3)c([N+](=O)[O-])c2)ccc1OC	/	/	/	/	/	/	/	i	21	-0.2%	/	/	i	0.5	16	857	/	/
Cc1cccc(NC(=O)c2ccc([N+](=O)[O-])s2)n1	/	/	/	/	/	/	/	i	14	-0.6%	/	/	?	/	-2	728	/	/
COCCNC(=O)CN(C(=O)Cn1nnc2ccccc21)c1ccc(C)c(F)c1	3.7	2.1	6.3	-30	8	/	/	i	62	-0.1%	i	-3	i	2.0	-5	763	-2.6	513
CCOC(=O)CNC(=O)c1ccc2[nH]c3ccccc3c2c1	3.1	1.1	1.0	6	2	0.89	1467	i	59	-0.1%	i	-10	i	0.1	2	724	-1.0	1520
COCc1cc(N2CCCCC2)nc(-c2ccccc2)n1	4.1	1.3	7.1	3	-27	-0.05	1326	i	25	-0.1%	i	-3	i	0.0	23	683	-2.3	1156
O=C(COC(=O)c1cccnc1Cl)NCC1CCCO1 (stereo unspecified)	7.4	2.4	9.9	7	18	0.13	1321	i	48	-0.1%	i	12	i	0.6	16	706	-2.5	1128
C=CCn1c(Cc2cccs2)nnc1SCC(=O)Nc1ccc(C(=O)OCC)cc1	1.6	1.2	2.4	4	-10	0.14	1361	i	42	0.3%	i	9	i	1.0	/	/	-3.6	745
COc1ccc(C[C@@H]2CN3C(=NC[C@@H]3C)N2C[C@H](C)NC(=O)c2ccc(C)c(Br)c2)cc1	1.0	1.1	2.8	3	0	-0.21	1287	i	28	-0.8%	i	23	i	5.3	-2	698	2.6	1043

The final 4 compounds of the part above lead into the next.
SMILES	MT stabilize HCS	MT stabilize HCS Hoechst-high %	MT stabilize HCS cytotoxicity %	WT yeast gro inh	WT yeast gro inh mutant strain	Ins promoter up	Ins promoter up cell count	T cell HTS	T cell HTS vesicle-bound %	West Nile antiviral	Autophagy mod	Autophagy mod cell loss 18 h	Myeloid diff 2	Myeloid diff 2 GFP+ MAC1+ %	Lipid droplet	Lipid droplet cells 6.5 µM	bCat nuc transl	bCat nuc transl cell count 5 µM
COCc1cc(N2CCCCC2)nc(-c2ccccc2)n1	4.1	1.3	7.1	3	-27	-0.05	1326	i	25	-0.1%	i	-3	i	0.0	23	683	-2.3	1156
O=C(COC(=O)c1cccnc1Cl)NCC1CCCO1 (stereo unspecified)	7.4	2.4	9.9	7	18	0.13	1321	i	48	-0.1%	i	12	i	0.6	16	706	-2.5	1128
C=CCn1c(Cc2cccs2)nnc1SCC(=O)Nc1ccc(C(=O)OCC)cc1	1.6	1.2	2.4	4	-10	0.14	1361	i	42	0.3%	i	9	i	1.0	/	/	-3.6	745
COc1ccc(C[C@@H]2CN3C(=NC[C@@H]3C)N2C[C@H](C)NC(=O)c2ccc(C)c(Br)c2)cc1	1.0	1.1	2.8	3	0	-0.21	1287	i	28	-0.8%	i	23	i	5.3	-2	698	2.6	1043
CC(C)N1CSC(=S)N(Cc2ccccc2)C1	2.1	1.6	5.8	23	20	1.2	1035	i	21	0.8%	i	6	i	0.7	-4	701	-0.4	1115
COc1ccccc1C(=O)NCCC(=O)Nc1ncccc1O	/	/	/	/	/	/	/	i	9	-0.1%	/	/	i	0.2	-8	798	/	/
CCn1c(=O)c(C(=O)CC#N)c(N)n(Cc2ccccc2)c1=O	/	/	/	/	/	0.32	1345	i	41	-0.2%	/	/	i	0.3	34	764	-0.7	1163
CC(C)[C@H](NC(=O)c1ccco1)C(=O)NC12CC3CC(CC(C3)C1)C2	3.6	2.2	5.7	2	-5	-0.29	1654	i	4	-0.7%	i	3	i	1.9	3	644	-1.7	1037
Cc1ccc(C)c(N(CC(=O)N(C)C)S(C)(=O)=O)c1	5.3	2.4	7.3	-11	-12	0.67	1343	i	41	0.5%	i	-3	i	0.9	8	677	/	/
Cc1ccc(-n2c(C)cc(=O)cc2C)cc1[N+](=O)[O-]	/	/	/	/	/	/	/	i	24	0.5%	/	/	i	0.1	-3	805	/	/
O=C(Cc1cccs1)Nc1nnc(SCc2cccc3ccccc23)s1	4.8	2.3	9.1	-7	0	0.45	1449	i	45	-0.6%	i	1	i	2.5	2	688	-1.6	1114
Cc1nccn1-c1cc(C(C)(C)C)nc2c(-c3ccccc3)cnn12	4.1	3.1	1.6	-2	9	-0.82	1377	i	32	0.3%	i	8	i	0.6	16	661	0.9	551
CCOC(=O)c1c(NC(=O)CSc2nc3cc(Cl)ccc3c(=O)n2Cc2ccco2)sc(C(=O)N(C)C)c1C	3.2	1.6	9.7	7	-2	-0.55	1183	i	46	-0.8%	i	-1	i	0.0	-60	622	2.3	1096
COc1ccc(N/C=C/C(=C(C#N)C#N)N(C)C)cc1	4.0	2.1	6.0	15	5	-0.47	1556	i	67	0.0%	i	-13	i	0.2	13	762	-0.3	1108
O=C(NCc1ccccc1Cl)C1CCN(S(=O)(=O)c2ccc(-n3cnnn3)cc2)CC1	/	/	/	/	/	/	/	i	14	0.0%	/	/	i	0.2	4	808	/	/
Cc1nn(CC(=O)Nc2ccccn2)c(C)c1[N+](=O)[O-]	3.4	2.0	6.4	-6	-10	-0.11	1272	i	34	-0.2%	i	21	i	1.0	/	/	1.8	1389
C/C(=N\NC(=O)c1cc(-c2ccncc2)nc2ccccc12)c1ccc(N2CCOCC2)cc1	3.5	2.3	7.1	-15	9	-0.09	1299	i	34	-0.9%	i	0	i	0.4	-16	662	5.5	1135
COC(=O)c1ccc(NCC(=O)c2ccccc2)cc1	5.3	2.2	3.9	28	2	0.02	1436	i	14	0.1%	i	-3	i	0.7	/	/	-6.2	1009

Screening data deposited in PubChem by several laboratories.
